# b-catenin transl: beta-catenin nuclear translocation modulation; HeLa beta-catenin nuclear translocation, immunofluorescence imaging; nuclear translocation activity, % at 5 µM; AID 1665; 0.3% of 190,000 active;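 active = nuclear translocation activity above 50% at 5 µM, with a well cell count of 50 or more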;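 note: per-cell ratio of nuclear to cytoplasmic median beta-catenin stain intensity; plate controls were DMSO negative control for no effect and GSK-3 inhibitor IX positive control for full effect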
#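 test system = HeLa cells, endogenous beta-catenin | dosing = single 5 µM dose plus 0.02–20 µM confirmation series | times = compound treatment 24 h, 37°C, 5% CO2 | technique = beta-catenin immunofluorescence imaging with DAPI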
# Autophagy mod: modulators of autophagy; MEF GFP-LC3 puncta imaging; test concentration mostly 10 µM; calls only at 10 µM (by protocol); 0.98% of 190,000 active;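 active = percentage of spot-positive cells more than 3 SD above its plate mean, without a fluorescence outlier flag or 80% toxicity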;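 note: spot-positive cell cutoff set from DMSO-treated cells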
# Yfh1-off respiration: enhancers of respiration in Yfh1-depleted yeast, dose response, Friedreich's ataxia, plus single-dose screen (AID 1465). S. cerevisiae Yfh1-off respiration, WST-1 reduction, 72 h; higher fold induction means a stronger effect. 0.074% of 220,000 active. one-dose fold induction at 50 µM; EC50 in µM for titrated hits;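 active = fold induction of absorbance versus untreated yeast above a set limit, then at least 30% activation at any dose in follow-up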;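 note: activators that raise dye reduction in frataxin-depleted yeast; strong numbers were not always called active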
# NOD2 inhibition: NOD2 signaling inhibitors, cell-based, luminescence, uHTS, HEK293 (AID 1566); 0.63% of 290,000 active; inhibition, % at 4 µM, or EC50 in µM where a hit was titrated; HEK293 NOD2/NF-kB luciferase reporter, luminescence; higher % means a stronger effect; in the data active = inhibition above about 50%; note: many of its hits are not listed in these tables
# MT stabilize HCS: stabilizes microtubules in HeLa cells. HeLa tubulin immunostaining HCS, 24 h; share of cells brighter than vehicle mean+2SD. % tubulin-high responders, % at 10 µM. 0.83% of 200,000 active;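 active = plate Z-score above 3 for both tubulin-high and condensed-nucleus cell shares, with cell loss under 80%, at 10 µM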;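 note: anti alpha tubulin signal scored within the nucleus-defined area of each cell; some results filed as inactive read as strong as hits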
# Hep lipid drop: hepatic lipid droplet formation modulation. AML12 mouse hepatocytes, oleate lipid droplets, BODIPY imaging. inhibition, % at 6.5 µM. 0.4% of 240,000 active. AID 1656;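 active = lipid droplet intensity inhibited by at least 50%, with more than 500 cells counted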
#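 Test system: AML12 mouse liver cells; schedule: overnight exposure; technique: high-content imaging of BODIPY-stained droplets and DAPI nuclei; read-out: % inhibition of corrected integrated BODIPY droplet signal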
# WT yeast gro inh: growth inhibition of WT yeast, mitochondrial fusion screen | mitochondrial fusion phenotypic screen, WT strain | inhibition, % at 10 µM | 2.1% of 190,000 active | AID 1362; in the data active = inhibition above about 58%; tested in S. cerevisiae
# Dynein transport: dynein cargo transport inhibition | 3617.4 mouse cells, GR-EGFP nuclear translocation imaging; test concentration mostly 20 µM; stimulated with dexamethasone, 1 µM; stronger effect = lower value | z-score, hits read low | AID 1381 | 0.47% of 220,000 active;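 active = plate z-score of nuclear minus cytoplasmic receptor signal below a set negative limit, without overly bright fluorescence or cell loss, cut at about -3.5 in these data, passing the limit was not always enough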;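 note: z-score of nuclear minus cytoplasmic ring GR-EGFP intensity difference per well; some compounds called inactive have numbers as strong as hits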
#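 Buffer or medium: tet-free, stripped-serum medium; Also added: dexamethasone, 1.0 µM final; Technique: high-content fluorescence imaging after fixation; Times: 48 h induction, 1 h compound, 30 min dex at 37 °C; Read-out: per-cell GR-EGFP intensity, nucleus versus surrounding cytoplasmic ring, well-averaged.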
# Ins promoter up: MIN6 insulin promoter up-regulation; MIN6 insulin promoter-GFP reporter, high-content imaging; stronger effect = higher value; AID 1625; z-score at 5 µM; 0.3% of 190,000 active;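 active = z-score above 3 at 5 µM with at least 500 cells counted in the well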
# WT yeast gro inh mutant strain: second read-out of WT yeast gro inh, no call of its own (marks repeat the call); inhibition, %; mitochondrial fusion phenotypic screen, mutant strain inhibition
# Dynein transport cytoplasmic EGFP: further read-out of Dynein transport, marked with its call; z-score; measured here: cytoplasmic GR-EGFP intensity; stronger effect = higher value
# Dynein transport nuclear GR-EGFP: further read-out of Dynein transport, marked with its call; z-score; measured here: nuclear GR-EGFP intensity;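 lower value marks the stronger effect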
# Dynein transport cell count: recorded beside Dynein transport, whose call it bears; z-score; measured here: cell count per field
# Ins promoter up cell count: recorded beside Ins promoter up, whose call it bears; cell count; measured here: cytotoxicity, nuclei count;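 total cells summed across four imaged fields per well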
# Hep lipid drop cells 6.5 µM: also measured in Hep lipid drop; calls as there; cell count; measured here: cell count, cytotoxicity flag;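 cells counted across two imaged fields per well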
# b-catenin transl cell count 5 µM: recorded beside b-catenin transl, whose call it bears; cell count; measured here: cell count, cytotoxicity flag
# MT stabilize HCS Hoechst-high %: further read-out of MT stabilize HCS, marked with its call; % Hoechst-high responders; measured here: nuclear condensation Hoechst responders;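 share of cells brighter than vehicle mean plus two SD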
# MT stabilize HCS cytotoxicity %: second read-out of MT stabilize HCS, no call of its own (marks repeat the call); toxicity, %; measured here: cytotoxicity by cell density;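 0% = mean cell density of plate MIN control wells and 100% = no cells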
# Autophagy mod cell loss 18 h: recorded beside Autophagy mod, whose call it bears; toxicity, %; measured here: cell loss, nuclei count;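 cell loss after 18 h compound exposure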
# Numbers without * were called inactive; i = inactive; / = not tested or not shown. Not all compounds are listed; the hit share may differ from the screen's.
SMILES,b-catenin transl,b-catenin transl cell count 5 µM,Autophagy mod,Autophagy mod cell loss 18 h,Yfh1-off respiration,NOD2 inhibition,MT stabilize HCS,MT stabilize HCS Hoechst-high %,MT stabilize HCS cytotoxicity %,Hep lipid drop,Hep lipid drop cells 6.5 µM,WT yeast gro inh,WT yeast gro inh mutant strain,Dynein transport,Dynein transport cytoplasmic EGFP,Dynein transport nuclear GR-EGFP,Dynein transport cell count,Ins promoter up,Ins promoter up cell count
O=C(C1=C[C@@H](c2ccc(Br)cc2)C[C@@H](OCc2ccc(CO)cc2)O1)N1CCN(Cc2ccccc2)CC1,-3.4,1130,i,0,i,19%,1.9,1.2,4.2,-12,637,20,4,-2.4,3.1,-0.49,0.47,-1.1,1386
CCc1cc2c(=O)c(Oc3ccccc3F)c(C)oc2c(CN(C)C)c1O,0.1,1371,i,-6,i,12%,2.6,1.9,0.0,/,/,-8,-8,-0.54,-0.2,-0.23,0.53,-0.38,1582
COC(=O)c1c(C(=O)OC)c(-c2ccc(C)cc2)n2c1CCC2,0.0,1438,i,25,i,19%,2.4,1.3,3.9,/,/,-9,7,1.1,-0.15,0.93,-0.3,0.55,1282
CC(C)C(=O)Nc1ccc(Cc2ccc(NC(=O)C(C)C)c(O)c2)cc1O,/,/,i,-5,i,21%,1.2,2.0,12,10,810,-7,0,0.45,-0.13,0.33,-0.21,-0.34,985
CCc1nc2sc(C)c(C)c2c(=O)n1CCO,-0.5,1107,i,-5,i,0%,3.2,2.3,11,-3,691,2,4,0.7,-0.018,0.89,-0.29,-1.1,1210
CC(C)(C)c1cc(OC(=O)c2ccccc2F)ccc1O,-1.0,1048,i,2,i,16%,3.1,1.2,10,9,655,72*,30*,-2.4,-0.22,-1.1,2,0.3,1446
CCCCNC(=O)NNC(=O)c1ccco1,1.4,860,i,9,i,14%,5.6,2.7,3.8,5,598,1,9,1.2,-0.21,0.69,-0.32,0.63,1324
Cc1[nH]c(-c2ccc3c(c2)OCO3)nc1C(=O)O,-6.5,1233,i,4,i,0%,5.4,3.9,7.6,/,/,18,19,-0.25,-0.21,0.14,0.26,1.3,981
Cc1occc1C(=O)Nc1ccc(S(N)(=O)=O)cc1,-0.2,1453,i,-7,i,3%,1.6,1.8,6.9,0,621,9,-12,-0.61,-0.3,-0.78,0.42,0.5,1641
O=C1Nc2ccccc2/C1=N/N=C/c1cccc(O)c1,-2.6,1082,/,/,i,-15%,/,/,/,5,684,/,/,-1.5,-0.14,-0.76,0.84,0.35,1486

# Entries of single compounds, looked up by structure. Order of values: b-catenin transl	b-catenin transl cell count 5 µM	Autophagy mod	Autophagy mod cell loss 18 h	Yfh1-off respiration	NOD2 inhibition	MT stabilize HCS	MT stabilize HCS Hoechst-high %	MT stabilize HCS cytotoxicity %	Hep lipid drop	Hep lipid drop cells 6.5 µM	WT yeast gro inh	WT yeast gro inh mutant strain	Dynein transport	Dynein transport cytoplasmic EGFP	Dynein transport nuclear GR-EGFP	Dynein transport cell count	Ins promoter up	Ins promoter up cell count
# O=C1Nc2ccccc2/C1=N/N=C/c1cccc(O)c1 across the screens: -2.6	1082	/	/	i	-15%	/	/	/	5	684	/	/	-1.5	-0.14	-0.76	0.84	0.35	1486
# Cc1occc1C(=O)Nc1ccc(S(N)(=O)=O)cc1 across the screens: -0.2	1453	i	-7	i	3%	1.6	1.8	6.9	0	621	9	-12	-0.61	-0.3	-0.78	0.42	0.5	1641
# Cc1[nH]c(-c2ccc3c(c2)OCO3)nc1C(=O)O across the screens: -6.5	1233	i	4	i	0%	5.4	3.9	7.6	/	/	18	19	-0.25	-0.21	0.14	0.26	1.3	981

# Other results.
SMILES,b-catenin transl,b-catenin transl cell count 5 µM,Autophagy mod,Autophagy mod cell loss 18 h,Yfh1-off respiration,NOD2 inhibition,MT stabilize HCS,MT stabilize HCS Hoechst-high %,MT stabilize HCS cytotoxicity %,Hep lipid drop,Hep lipid drop cells 6.5 µM,WT yeast gro inh,WT yeast gro inh mutant strain,Dynein transport,Dynein transport cytoplasmic EGFP,Dynein transport nuclear GR-EGFP,Dynein transport cell count,Ins promoter up,Ins promoter up cell count
COc1cc(NC(=O)COC(=O)/C=C/c2ccc(Cl)cc2Cl)cc(OC)c1,-2.1,458,i,0,i,4%,4.6,2.2,6.1,-15,674,-5,-12,0.36,-0.25,-0.053,-0.69,0.29,1249
CSc1ncccc1C(=O)Nc1nc2c(C)cccc2s1,/,/,i,-10,i,-26%,5.0,2.5,4.3,-1,693,20,18,-0.24,-0.32,-0.58,0.36,0.39,1453
O=C(c1ccc2c(=O)n(-c3ccccc3)c(=S)[nH]c2c1)N1CCCCC1,-0.3,1085,i,-20,i,32%,3.7,1.6,6.0,1,704,0,-5,1.1,-0.26,0.73,-0.9,-0.24,975
COC(=O)C(CCSC)NC(=O)/C=C/c1ccc(OC)cc1 (stereo not drawn),-2.2,1101,i,19,i,10%,3.7,3.0,5.2,-1,686,-11,7,0.24,-0.13,0.41,0.77,0.21,1186
Cc1occc1C(=O)Nc1ccccc1NC(=O)c1ccoc1C,/,/,i,-12,i,/,4.2,1.6,3.5,/,/,/,/,-0.24,-0.24,-0.28,1.1,/,/
C=CCn1c(SCCOc2ccc(OC)cc2)nnc1C(CO)NC(=O)c1ccc(OC)cc1 (stereo not drawn),/,/,i,5,i,11%,2.2,0.8,1.8,2,817,-7,-8,1,-0.15,0.58,-0.59,-0.86,855
C/C(=N\NC(=O)c1ccc(Cl)cc1)c1cccc(NC(=O)C(C)C)c1,3.0,1057,i,-28,i,0%,1.8,1.5,9.1,/,/,-18,3,-0.94,-0.22,0.077,1.7,-0.8,1504
O=C(COC(=O)/C=C/c1cccc([N+](=O)[O-])c1)NCC1CCCO1 (stereo not drawn),-1.8,1056,i,-6,i,3%,2.1,2.3,3.6,0,653,-4,0,-1.4,-0.25,-1.1,4.4,0.13,1346
Cc1ccnc(NC(=O)c2sc3cc(Cl)ccc3c2Cl)c1,-1.2,1293,i,11,i,-68%,5.3,4.4,0.0,-4,643,4,22,-0.66,0.066,-0.47,0.72,-0.24,1497
CCN(CC)C(=O)CN1C(=O)C(=O)c2ccccc21,0.3,988,i,-6,i,8%,6.1,2.2,8.8,-37,711,-4,-2,-1.1,-0.34,-0.22,0.82,0.23,1397
Brc1ccc(CSc2nnc(-c3cnccn3)n2Cc2ccco2)cc1,-0.9,1043,i,14,/,-12%,6.7,3.2,9.5,11,722,3,0,-1.2,-0.27,-0.42,0.86,-0.04,1625
O=C(O)C1CSC2(CCN(Cc3ccccc3)CC2)N1 (stereo not drawn),-2.6,1196,i,-9,i,0%,4.2,2.0,5.2,0,763,11,4,0.21,-0.25,-0.17,0.23,0.48,1232
C[N+]12CCCCC1C(COC(=O)c1ccc3c(c1)OCO3)CCC2 (stereo not drawn),-3.0,1065,i,-6,/,-1%,0.9,1.5,6.7,1,809,4,-18,-0.46,-0.25,0.15,0.7,0.5,678
CCOc1nc(-c2ccncc2)nc2ccccc12,-0.6,1250,i,-7,i,13%,4.6,2.0,4.1,53*,750*,19,28,0.05,-0.21,0.43,0.78,/,/
CCCCNC(=O)c1onc(CSc2ccccc2CC)c1C(=O)O,-0.8,1342,i,5,i,-45%,3.3,1.7,9.9,/,/,-4,-14,2.7,-0.19,0.079,-1.8,0.03,1529
CCOC(=O)C1CCCN(c2ccc(NC(=O)c3snc4c(=O)[nH]c(C)nc34)cc2)C1 (stereo not drawn),-2.6,1395,i,6,i,10%,2.0,0.8,2.1,/,/,12,5,2.2,-0.19,0.67,-0.97,0.12,1256
CC/C(=N\n1nnnc1Nc1ccccc1)c1ccccc1,-0.1,1173,i,3,i,13%,3.5,1.8,4.1,-33,758,23,-12,0.17,-0.22,0.3,-0.29,-0.89,773
COc1ccc(-c2nnn(CC(=O)N(c3cccc(O)c3)C(C)C(=O)NC3CCCC3)n2)cc1OC (stereo not drawn),2.4,975,i,1,i,2%,1.5,1.1,4.0,-18,712,-15,-8,-1.2,-0.31,-0.39,0.85,0.53,1533
O=C(NC1(C(F)(F)F)NC(=O)N(Cc2cccnc2)C1=O)c1ccccc1Cl (stereo not drawn),-0.7,1364,i,0,i,11%,2.8,1.6,0.8,/,/,19,6,0.29,-0.23,-0.75,0.18,-1.1,1557
CC(=O)Nc1cccc(C(=O)OC(C(=O)c2ccc(C)cc2)c2ccccc2)c1 (stereo not drawn),-1.7,1367,i,-5,i,15%,1.8,1.0,11,/,/,21,2,-0.56,-0.054,-0.46,1.4,-0.1,1384
CC(C)c1ccc(N(C(=O)c2cc3ccccc3oc2=O)C2C=CS(=O)(=O)C2)cc1 (stereo not drawn),-1.8,1147,i,1,i,8%,5.4,2.1,5.3,-2,645,0,-7,1,0.053,0.66,-1.5,1.2,1468
CC(C)(C)NC(=O)Nc1ccc(F)c(Cl)c1,-0.4,924,i,11,i,-4%,6.4,1.6,3.9,-2,669,21,13,-1,-0.29,-0.33,0.91,0.05,1405
c1ccc2c(-c3nn[nH]n3)cccc2c1,-1.6,932,i,1,i,-5%,2.2,1.6,4.4,0,669,-23,-13,-0.74,-0.25,-0.58,0.22,/,/
O=C(/C=C/c1ccc2c(c1)OCO2)c1ccccn1,0.8,1291,/,/,i,-36%,/,/,/,21,676,/,/,-1.2,-0.5,-0.89,-0.57,0.57,982
O=C(COc1ccc(-c2nnco2)cc1)NCc1ccccc1Cl,-3.0,1155,i,15,i,7%,6.4,1.7,4.2,8,715,-3,-13,-0.5,-0.11,-0.36,-0.7,-0.3,1481
C(=NCCCN1CCOCC1)c1ccc2c(c1)OCO2,-1.4,1106,i,-2,i,-5%,2.6,1.8,1.8,/,/,-10,-4,1.7,-0.053,1.3,-0.49,0.16,1011
CCn1cc(C(=O)NCC(C)C)c(=O)c2cc(F)c(N3CCN(C)CC3)cc21,-0.6,1327,/,/,i,18%,/,/,/,2,704,/,/,-0.97,-0.15,0.29,0.53,0.2,1031

# From PubChem
